USP1 inh: USP1/UAF1 (human) deubiquitinase inhibition. AID 743255. recombinant USP1/UAF1, Ub-Rhodamine cleavage fluorescence. O94782. hit rate 0.23% among 390,000. Potency, µM (titrated, usually from 57.1 µM), inactives show at the top dose activity change, negative = inhibition, usual class: inhibitors; note: % is set by controls: 0 for no effect and ±100 for the full control effect; nearly all actives have a fitted effect of over 60% in size; inactives centre near -12
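USP1/UAF1 complex (1 nM) preincubated 15 min at room temperature with compound, then Ub-Rho substrate (150 nM final) added. Kinetic fluorescence at 480/540 nm over 6 reads at 60 s intervals; 50 mM HEPES pH 7.8, 0.5 mM EDTA, 0.1 mg/ml BSA, 1 mM TCEP, 0.01% Tween-20.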
rTrxR1 inhibitor: rat TrxR1 inhibition | recombinant rTrxR1, NADPH fluorescence consumption, selenite substrate | AID 588453 | Potency, µM (series often up to 114 µM), inactives show top-dose activity change, negative = inhibition, usual class: inhibitors | hit rate 1% among 390,000 | O89049; note: % is set by controls: 0 for no effect and ±100 for the full control effect; nearly all actives have a fitted effect of over 65% in size
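Rat TrxR1 (90 nM in the dispensed reagent) was pre-reduced with 400 uM NADPH for 5 min at room temperature, then incubated with compound for 15 min. After 400 uM selenite was added, NADPH fluorescence (Ex 340/Em 450 nm) was followed for 8 min.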
TrxR1 substrate: rat thioredoxin reductase 1 substrate activity; O89049; purified TrxR1 substrate turnover, NADPH consumption readout; Potency, µM (series often up to 114 µM), for the others: at the highest dose activity change, negative = substrate turnover; hit rate 0.01% among 390,000; AID 588456; note: % is set by controls: 0 for no effect and ±100 for the full control effect; nearly all actives have a fitted effect of over 50% in size
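Rat TrxR1, dispensed at 90 nM, was prereduced with 400 uM NADPH (final) for 5 min at ~22 deg C, then incubated with compound 15 min before 400 uM selenite. A first-read NADPH fluorescence drop versus no-compound background flagged substrates.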
RGS4 inhibitor: blocks human RGS4-accelerated GTP hydrolysis; AID 504845; Transcreener GDP fluorescence polarization, RGS4-accelerated GTP hydrolysis; Potency, µM (series often up to 114 µM), without a hit: at the highest dose activity change, negative = inhibition, usual class: inhibitors; hit rate 0.039% among 390,000; note: % is set by controls: 0 for no effect and ±100 for the full control effect; nearly all actives have a fitted effect of over 75% in size; some results filed as inactive show a strong effect at the top dose
Target sequence (P49798 whole entry, looked up): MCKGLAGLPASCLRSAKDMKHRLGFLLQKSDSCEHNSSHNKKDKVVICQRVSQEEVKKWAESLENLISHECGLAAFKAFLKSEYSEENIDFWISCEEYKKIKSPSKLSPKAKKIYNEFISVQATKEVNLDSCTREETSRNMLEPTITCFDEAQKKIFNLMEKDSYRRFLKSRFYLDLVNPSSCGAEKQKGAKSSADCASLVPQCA
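MLSMR compounds (23 nl, pin-transferred) preincubated 10 min at room temperature with a 500nM (2x) first reagent, then RGS4 at 900nM (2x) plus Transcreener GDP mix added; fluorescence polarization (620/688 nm) read before and after 90 min at 30 °C.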
Vif-APOBEC3G blk: inhibitors of Vif-APOBEC3G interaction | HeLa A3G-eYFP + Vif (tagged APOBEC3G with the HIV-1 protein that degrades it), YFP fluorescence, overnight | hit rate 0.076% among 410,000 | Potency, µM (top dose mostly 46.1 µM), for inactives: at the top dose activity, negative = active, most hits filed as inhibitors | AID 602310 | Q9HC16;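 note: % is set by controls: 0 for no effect and ±100 for the full control effect; nearly all actives have a fitted effect of over 60% in size; hits raise eYFP signal because A3G escapes Vif-driven loss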
Target sequence (Q9HC16 whole entry, looked up): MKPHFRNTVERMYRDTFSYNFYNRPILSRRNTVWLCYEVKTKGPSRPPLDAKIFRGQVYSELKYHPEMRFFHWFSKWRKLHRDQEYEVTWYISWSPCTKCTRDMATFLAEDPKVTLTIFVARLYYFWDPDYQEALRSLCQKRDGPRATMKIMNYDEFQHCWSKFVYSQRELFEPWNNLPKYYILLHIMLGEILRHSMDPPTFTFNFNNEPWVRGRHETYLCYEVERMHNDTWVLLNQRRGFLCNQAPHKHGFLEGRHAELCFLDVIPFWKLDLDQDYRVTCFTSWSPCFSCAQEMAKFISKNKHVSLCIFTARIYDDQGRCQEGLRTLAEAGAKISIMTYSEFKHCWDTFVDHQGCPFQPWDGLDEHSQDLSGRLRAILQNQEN
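HeLa cells stably expressing Vif and C-terminally eYFP-tagged A3G, seeded overnight at 37 deg C, then exposed to compound by pintool overnight at 37 deg C. Rise in yellow fluorescence (Ex 488/Em 500-530, Acumen) marks blocked Vif-driven A3G degradation.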
RXFP1 ag: agonists of human relaxin receptor RXFP1; Q9HBX9; hit rate 0.3% among 370,000; HEK293T-RXFP1 cAMP TR-FRET, 30 min; response scale: percent of porcine relaxin response, buffer zero; AID 2676; Potency, µM (titrated, usually from 57.5 µM), for the others: at the top dose activation, most hits filed as activators; note: % is set by controls: 0 for no effect and ±100 for the full control effect; nearly all actives have a fitted effect of over 60% in size; many of its hits are not listed in these tables
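HEK293T cells stably expressing RXFP1 were pretreated with the PDE4 inhibitor Ro 20174, exposed to compounds for 30 min at 37C, lysed, and cAMP was read by TR-FRET. Data normalized to buffer (basal) and 29 nM porcine relaxin (100%).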
ALOX12 inh: blocks human arachidonate 12S-lipoxygenase; P18054; purified 12hLO, xylenol orange hydroperoxide absorbance; Potency, µM (top dose mostly 108 µM), without a hit: at the top dose activity change, negative = inhibition, most hits filed as inhibitors; hit rate 1.1% among 580,000; AID 1671190; note: % is set by controls: 0 for no effect and ±100 for the full control effect
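Hydroperoxide product was detected by ferrous iron/xylenol orange as the 573 to 405 nm absorbance ratio. Arachidonic acid at 40 uM (final) was turned over for 30 min at room temperature by 150 nM human 12hLO, pH 7.0 Hepes buffer, after 15 min compound preincubation.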
mIDH1 inhibitor: human IDH1 R132H inhibition; hit rate 0.093% among 390,000; IDH1-R132H enzyme, NADPH consumption, diaphorase/resazurin fluorescence; Potency, µM (doses to about 76.6 µM), for inactives: top-dose activity change, negative = inhibition, usual class: inhibitors; AID 602179; note: % is set by controls: 0 for no effect and ±100 for the full control effect; nearly all actives have a fitted effect of over 65% in size
Target sequence (O75874 whole entry R132H, stated change not applied): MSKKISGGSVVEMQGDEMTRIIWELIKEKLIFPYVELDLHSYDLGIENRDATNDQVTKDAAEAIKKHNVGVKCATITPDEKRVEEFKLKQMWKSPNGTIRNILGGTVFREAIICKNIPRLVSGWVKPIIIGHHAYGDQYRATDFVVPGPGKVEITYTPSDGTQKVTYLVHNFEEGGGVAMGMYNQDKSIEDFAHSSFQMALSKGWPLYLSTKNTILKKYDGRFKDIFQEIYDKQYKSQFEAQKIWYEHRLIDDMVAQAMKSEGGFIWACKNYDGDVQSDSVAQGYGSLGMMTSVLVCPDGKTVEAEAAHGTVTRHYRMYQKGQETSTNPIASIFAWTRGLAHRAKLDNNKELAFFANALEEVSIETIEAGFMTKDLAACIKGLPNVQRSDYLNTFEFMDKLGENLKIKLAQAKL
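IDH1-R132H (0.5 ug/mL) preincubated 30 min with compound, then NADPH (0.016 mM) and alpha-KG (2 mM) added; 80 min at RT, pH 7.5. Remaining NADPH coupled via diaphorase/resazurin to fluorescence (540/590 nm); concentration-response curves normalized to no-enzyme control.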
Vif-APOBEC3F blk: inhibitors of Vif-A3F interaction; HeLa A3F-eYFP + Vif (tagged APOBEC3F with the HIV-1 protein that degrades it), YFP fluorescence increase; Potency, µM (top dose mostly 46.1 µM), for the others: top-dose activity, negative = active; hit rate 0.2% among 390,000; note: % of control where 0% means no effect; nearly all actives have a fitted effect of over 65% in size
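HeLa cells stably expressing Vif plus C-terminally eYFP-tagged A3F were seeded, incubated overnight at 37 deg C, dosed with compound, incubated overnight again at 37 deg C. Yellow fluorescence (Ex 488/Em 500-530) reported blocked Vif-mediated A3F-eYFP degradation.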
* marks the source's active call; other numbers are inactive results; ? = inconclusive; . = not tested or not shown; [ ] = dose if it differs, or a comment. Calls come from the whole dose curve; as a rule, active = well fitted curve in the direction sought with a large enough effect; inconclusive = small, poorly fitted or top-dose-only effect, or another doubt; inactive = no such curve, though single readings can be large; an effect the other way counts as inactive or inconclusive. Potency is the fitted concentration of half-maximal effect.

SMILES	USP1 inh	rTrxR1 inhibitor	TrxR1 substrate	RGS4 inhibitor	Vif-APOBEC3G blk	RXFP1 ag	ALOX12 inh	mIDH1 inhibitor	Vif-APOBEC3F blk
O=C(CSc1nnc(-c2ccc(Br)cc2)n1CCc1ccccc1)NC1CCS(=O)(=O)C1 (stereo not given)	-6.8%	6.4%[57.1 µM]	1.4%[57.1 µM]	4.5%	-3.2%	-0.9%	-6.9%	-5.6%	-10.6%
Cn1c(N)c(C(=O)CCl)c(=O)n(C)c1=O	-28.9%	-65.6%	-4.9%[57.1 µM]	4.8%	-0.5%	4.4%	?	11.6%	2.7%
Cc1ccc(NC(=O)CN(C)CC(=O)Nc2ccc3c(c2)OCO3)cc1	-24.2%	.	.	.	0.5%	.	-22.9%	0.3%	-1.0%
O=C(NCc1ccccc1)C1CC(=O)N(C2CCCCCC2)C1 (stereo not given)	-0.9%	19.8%[57.1 µM]	6.0%[57.1 µM]	-43.2%	1.5%	2.0%	-11.1%	15.6%	2.6%
CC(C)Oc1ccc(C(=O)NCCCNC(=O)c2ccccn2)cc1	?	27.9%	6.7%	35.7%	0.4%	0.9%	4.5%	-7.8%	3.3%
CCOC(=O)NNC(=O)CCn1c2c(c3ccccc31)CCCC2	-18.5%	5.2%	4.5%	-12.0%	1.7%	-1.2%	0.0%	13.1%	5.2%
CCOC(=O)N1CCN(S(=O)(=O)c2ccc(OCC(=O)OC)c(Cl)c2)CC1	-17.4%	6.5%[57.1 µM]	2.6%[57.1 µM]	18.7%	-3.5%	-1.9%	10.0%	8.2%	-13.7%
O=C(Nc1nc2ccsc2c(=O)s1)c1ccc(Cl)cc1	-26.7%	3.2%	-4.6%	1.3%	0.1%	12.6µM*	57.4%[activator]	-6.5%	4.1%
CC(C)c1ncc(S(=O)(=O)c2ccc(C(F)(F)F)cn2)c(N)n1	-21.0%	18.7%	0.1%	14.5%	-1.3%	0.9%	?	0.4%	-16.7%
OCC1(Cc2ccccc2Cl)CCN(C/C=C/c2ccccc2)CC1	-3.1%	12.3%	-4.4%	13.4%	3.6%	-0.4%	-26.1%	11.8%	-3.9%
Cc1ccccc1-c1nn(-c2ccc(F)cc2F)cc1CNCC(C)O (stereo not given)	-21.6%	-1.9%	7.1%	-1.9%	-0.1%	1.4%	-1.9%	5.9%	0.1%
CC(C)CC1NC(=O)N(CC(=O)N2CCCc3ccccc32)C1=O (stereo not given)	-3.5%	2.6%[57.1 µM]	-4.0%	-18.0%	0.8%	0.1%	-23.2%	2.6%	-7.4%
CC(C)(C)c1ccc(-c2nnc(SCC(=O)NCC3CCCO3)n2N)cc1 (stereo not given)	-17.0%	8.2%	4.5%	-46.2%	-7.7%	.	-14.6%	0.7%	-13.5%
Cc1c(C)n2c(SCC(=O)NC3CCCCC3)nnc2[nH]c1=O	-20.8%	-10.7%[57.1 µM]	-4.9%[57.1 µM]	29.1%	1.8%	1.2%	-1.6%	-9.9%	4.4%
CN(C)c1ccc(C(=O)c2ccccc2)cc1	-21.0%	-0.9%	-9.9%	8.2%	0.9%	1.0%	0.7%	0.2%	0.6%
Cc1ccc(-c2csc3nnc(SCc4csc(C)n4)n23)cc1	-10.6%	7.1%[57.1 µM]	3.4%[57.1 µM]	-5.6%	-1.2%	0.0%	4.3%	-2.6%	2.1%
CCOCCCn1c(NN)nc2ccccc2c1=O	-22.1%	22.8%	0.3%	-11.6%	8.8%	5.8%	19.0%	0.0%	1.3%
CCCCNC(=O)CCn1c(=O)c2ccccc2n(Cc2cccc(Cl)c2)c1=O	-12.5%	14.9%	6.8%	9.6%	-4.8%	16.7%	-13.5%	2.3%	-3.1%
CC(C)c1ccc(NC(=O)c2ccccc2NC(=O)C2CC=CCC2C(=O)O)cc1 (stereo not given)	-6.3%	16.5%	-0.5%	-11.9%	-0.9%	0.2%	-2.7%	15.7%	1.1%
Cc1cccc(C(=O)N2CCc3cc(CNS(=O)(=O)c4cccs4)ccc32)c1	?	12.0%[57.1 µM]	-0.3%[57.1 µM]	-4.7%	-13.4%	9.8%	-22.6%	-16.4%	-11.6%
CN(CC(=O)NNC(=O)CNC(=O)c1cccs1)S(=O)(=O)c1ccc(Cl)cc1	-18.0%	5.4%	17.5%[57.1 µM]	-10.8%	-0.2%	-0.4%	26.3%	5.5%	0.1%
O=C(/C=C/c1ccc(Cl)cc1)NC(=S)Nc1ccc(C(=O)O)cc1	-27.9%	-14.9%	-0.9%	-21.7%[56.9 µM]	-8.5%	-0.4%	?	8.0%	-0.6%
CCCNC(=O)c1ccc2c(=O)c(O)c(-c3ccsc3)[nH]c2c1	-13.5%	17.1%	4.0%	-0.2%	?	0.0%	.	-7.0%	-5.9%
Cc1ccc2c(c1)N(CCC(=O)NC1CCCCC1)C(=O)CO2	?	20.2%	0.9%	2.7%	-1.0%	-1.2%	-37.5%	6.3%	10.9%
O=C(NCc1cccs1)c1ccc(CS(=O)Cc2cccc(Cl)c2)o1 (stereo not given)	-13.1%	2.4%	-2.1%	6.1%	-7.3%	0.4%	-9.5%	0.0%	0.2%

Entries of single compounds from above.
Record of CCOC(=O)NNC(=O)CCn1c2c(c3ccccc31)CCCC2 = USP1 inh = -18.5%; rTrxR1 inhibitor = 5.2%; TrxR1 substrate = 4.5%; RGS4 inhibitor = -12.0%; Vif-APOBEC3G blk = 1.7%; RXFP1 ag = -1.2%; ALOX12 inh = 0.0%; mIDH1 inhibitor = 13.1%; Vif-APOBEC3F blk = 5.2%
Record of Cc1ccccc1-c1nn(-c2ccc(F)cc2F)cc1CNCC(C)O (stereo not given) = USP1 inh = -21.6%; rTrxR1 inhibitor = -1.9%; TrxR1 substrate = 7.1%; RGS4 inhibitor = -1.9%; Vif-APOBEC3G blk = -0.1%; RXFP1 ag = 1.4%; ALOX12 inh = -1.9%; mIDH1 inhibitor = 5.9%; Vif-APOBEC3F blk = 0.1%

Just rTrxR1 inhibitor, TrxR1 substrate and Vif-APOBEC3F blk (6 entries from above):
molecule,rTrxR1 inhibitor,TrxR1 substrate,Vif-APOBEC3F blk
Cc1ccc(NC(=O)CN(C)CC(=O)Nc2ccc3c(c2)OCO3)cc1,.,.,-1.0%
O=C(NCc1ccccc1)C1CC(=O)N(C2CCCCCC2)C1 (stereo not given),19.8%[57.1 µM],6.0%[57.1 µM],2.6%
CC(C)Oc1ccc(C(=O)NCCCNC(=O)c2ccccn2)cc1,27.9%,6.7%,3.3%
CCOC(=O)NNC(=O)CCn1c2c(c3ccccc31)CCCC2,5.2%,4.5%,5.2%
CCOC(=O)N1CCN(S(=O)(=O)c2ccc(OCC(=O)OC)c(Cl)c2)CC1,6.5%[57.1 µM],2.6%[57.1 µM],-13.7%
O=C(Nc1nc2ccsc2c(=O)s1)c1ccc(Cl)cc1,3.2%,-4.6%,4.1%

Next part.
SMILES	USP1 inh	rTrxR1 inhibitor	TrxR1 substrate	RGS4 inhibitor	Vif-APOBEC3G blk	RXFP1 ag	ALOX12 inh	mIDH1 inhibitor	Vif-APOBEC3F blk
CCCc1nc(NCc2ccc3c(c2)OCO3)c2nnn(Cc3ccccc3Cl)c2n1	0.8%	26.9%[57.1 µM]	9.9%[57.1 µM]	-0.6%	4.6%	2.4%	5.8%	2.5%	-9.6%
Cc1noc(C)c1CSCC(=O)N(CC(C)C)c1c(N)n(Cc2ccccc2)c(=O)[nH]c1=O	-19.3%	17.1%	9.8%	-3.9%	-1.1%	1.2%	-8.5%	1.7%	-25.5%
O=C(/C=C/c1ccc(Cl)c([N+](=O)[O-])c1)Nc1cccnc1	-11.3%	19.3%[57.1 µM]	-1.9%	-42.5%	-2.0%	-0.7%	0.0%[57.4 µM]	6.4%	-7.3%
O=C(c1cc2cc(Cl)ccc2[nH]1)N1CCN(c2ccccn2)CC1	-11.7%	5.1%[57.1 µM]	-6.3%	8.5%	1.0%	24.2%	4.8%	3.1%	-0.7%
CC(N=C(NS(=O)(=O)c1ccc(Cl)cc1)c1ccccc1)C(=O)O (stereo not given)	-10.7%	5.3%[57.1 µM]	8.7%[57.1 µM]	-30.7%	-1.0%	-0.6%	?	3.2%	-0.7%
O=C(N/N=C/c1cccnc1)c1cccc(NC(=O)c2cccc(Br)c2)c1	-21.3%	13.2%	2.0%	-22.6%	-2.9%	0.2%	-5.0%	0.0%	-0.7%
Cc1cc(Cl)ccc1OCC(=O)N/N=C1\CCCc2ccccc21	-12.0%	1.6%	3.8%[57.1 µM]	13.7%	1.0%	4.0%	5.4%	3.3%	-3.0%
Cc1nc(C)c(CC(=O)N/N=C/c2ccc(O)cc2)c(=O)[nH]1	3.5%	-13.1%	-7.9%	-0.6%	0.1%	2.8%	18.7%	4.6%	6.5%
O=C1c2cccc3cccc(c23)C(=O)N1CCCc1n[nH]c(=S)n1-c1ccccc1	2.5%	-9.9%[57.1 µM]	-3.6%	-23.3%	1.1%	1.4%	-20.2%	21.3%	0.8%
CC(=O)Nc1cc(NC(C)=O)cc(C(=O)OCC(=O)c2ccc3c(c2)NC(=O)CO3)c1	-12.8%	19.4%[57.1 µM]	5.2%	-13.7%	2.9%	3.7%	7.1%	0.0%	-14.6%

Only part of the results is shown; count on the stated rates, not on these rows.
